Bioassay records deposited in PubChem BioAssay by several laboratories.
GALR2 antag = GALR2 antagonists in receptor-expressing cells, primary screen | Galanin receptor type 2 (Homo sapiens), O43603 | antagonist mode | inhibition, % at 4 µM | 140,000 tested, 0.39% active | AID 828, 2007; in the data active = inhibition above about 27%;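 also: cells stimulated with galanin 1-16 at roughly its EC80; 0% = agonist challenge control and 100% = basal control without agonist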
Target sequence (O43603 whole entry, looked up): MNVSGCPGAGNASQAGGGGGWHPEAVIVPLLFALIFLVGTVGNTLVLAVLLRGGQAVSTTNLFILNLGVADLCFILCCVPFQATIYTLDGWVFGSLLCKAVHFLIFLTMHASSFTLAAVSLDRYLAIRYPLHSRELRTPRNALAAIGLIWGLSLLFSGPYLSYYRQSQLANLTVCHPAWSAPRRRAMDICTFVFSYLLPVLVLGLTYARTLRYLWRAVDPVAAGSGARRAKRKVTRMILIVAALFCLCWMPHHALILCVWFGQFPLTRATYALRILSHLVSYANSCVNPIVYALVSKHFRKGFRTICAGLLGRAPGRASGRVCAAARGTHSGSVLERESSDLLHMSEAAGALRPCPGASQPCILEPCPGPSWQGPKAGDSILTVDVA
NPY Y2 blocker = NPY-Y2 receptor antagonists, primary screen, cell-based. Neuropeptide Y receptor type 2 (Homo sapiens), P49146. NPY-Y2 expressing cells, antagonist mode. inhibition, % at 2.7 µM. 140,000 tested, 0.99% active. AID 793, 2007; in the data active = inhibition above about 17%;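 also: 0% = vehicle with agonist challenge and 100% = reference antagonist with challenge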
Target sequence (P49146 whole entry, looked up): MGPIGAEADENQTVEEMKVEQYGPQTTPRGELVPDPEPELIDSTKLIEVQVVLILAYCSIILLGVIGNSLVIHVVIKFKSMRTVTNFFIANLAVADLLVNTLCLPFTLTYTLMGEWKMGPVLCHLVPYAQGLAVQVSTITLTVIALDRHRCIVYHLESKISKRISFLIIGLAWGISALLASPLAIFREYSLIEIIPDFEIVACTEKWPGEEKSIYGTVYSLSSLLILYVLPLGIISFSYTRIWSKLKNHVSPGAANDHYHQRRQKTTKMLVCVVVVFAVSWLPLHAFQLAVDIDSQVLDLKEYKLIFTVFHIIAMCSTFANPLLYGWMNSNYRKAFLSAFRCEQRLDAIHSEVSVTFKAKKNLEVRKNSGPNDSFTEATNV
E-sel TNF inh = E-selectin induction blockers in HUVEC – imaging, immunofluorescence, high content, primary screen; inhibition, % at 2 µM; HUVEC TNFa-induced E-selectin immunofluorescence; 120,000 tested, 0.71% active;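 active = inhibition above the batch mean plus 3 SD, and confirmed as a hit on visual image review, cut at about 43% in these data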;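 also: 0% = TNF-stimulated DMSO wells and 100% = unstimulated control wells; not every result past the cut was called active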
bCat KO growth = primary screen for growth suppressors in beta-catenin knockout HCT116 cells (colon tumor, human) | AID 818, 2007 | viability, % at 10 µM | HCT116 beta-catenin knockout viability, CellTiter-Glo, 60 h; hits give low values | 140,000 tested, 1.5% active;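 active = viability at or under a set limit, the compound median less 4 SD, cut at about 6% in these data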;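 also: 0% = Hyamine 1622 control at 20 µM and 100% = untreated cell control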
Yeast lifespan up = compounds extending yeast replicative lifespan, primary screen, S. cerevisiae, OD615; S. cerevisiae growth with nicotinamide; deaD strain in restrictive glucose medium; inhibition of the nicotinamide effect, % at 10 µM; 130,000 tested, 0.68% active; AID 775, 2007;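 active = inhibition above a set limit, placed 3 SD over the median of all compounds, cut at about 26% in these data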;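 also: 0% = nicotinamide-treated wells and 100% = cells grown without nicotinamide; some compounds called inactive have numbers as strong as hits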
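Test system – modified budding yeast, DeaD strain · Compound – single dose 10 µM compound, 0.25% DMSO · Times – culture preincubation 4 h, compound exposure 48 h, both 30 °C · Detection – optical density (absorbance) at 615 nm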
BB579 growth dn = growth inhibitors of yeast BB579 in restrictive medium, primary screen, yeast lifespan-shortening project, S. cerevisiae. inhibition, % at 10 µM. OD615, 48 h. 140,000 tested, 0.51% active. AID 804, 2007;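 active = inhibition above a set limit, 3 SD over the mean compound inhibition, cut at about 44% in these data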; also: inactives centre near -24
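Assay system: S. cerevisiae DeaD strain BB579 yeast. Medium: CSMM-D restrictive synthetic medium containing dextrose (glucose). Times: 4 h cell preincubation, 48 h compound exposure, 30 °C humidified. Signal: OD615 turbidity measurement. Benchmarks: positive control amphotericin B 10 µg/mL.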
Phagocyt inh = inhibitors of macrophage phagocytosis, primary screen, imaging, J774A.1 cells, IgG beads | inhibition, % at 5 µM | 110,000 tested, 0.07% active | AID 1029, 2008 | J774A.1 macrophage IgG-bead phagocytosis;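 active = inhibition above the mean of the plate negative controls plus 5 SD, cut at about 13% in these data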;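 also: phagocytic index as fraction of beads internalized from green versus red external bead signal; plate controls were DMSO negative control for no effect and cytochalasin-D positive control for full effect; some results beyond the cut were filed as inactive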
Measles CPE = compounds protecting cells from measles virus cytopathic effect, primary screen, measles RdRp inhibitor project, single point, MLSMR library, absorbance. AID 841, 2007. Measles virus-infected cells, CPE protection. protection (pct of control), % at 4 µM. 140,000 tested, 1.5% active; in the data active = protection mostly above about 24%, no sharp cut-off; inactive = mostly below about 26%; also: some compounds called inactive have numbers as strong as hits
MRP-1 activ = H69AR viability gain despite doxorubicin, primary screen, MRP-1 activator project, H69AR cells, CellTiter-Glo | viability rescue | viability increase, % at 10 µM | 140,000 tested, 0.61% active | AID 799, 2007;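 active = viability gain under doxorubicin at or above a set limit, the compound median plus 3 SD, cut at about 4.7% in these data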;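 also: MRP-1 overexpressing cells given doxorubicin 25 µM after compound pretreatment; 18-22 h compound pretreatment then 72 h with doxorubicin before readout; 0% = doxorubicin-only wells and 100% = vehicle-treated cells without doxorubicin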
PTEN del growth = growth suppression of PTEN-null HCT116, primary screen, cell-based, CellTiter-Glo; AID 827, 2007; viability, % at 10 µM; 140,000 tested, 1.2% active; HCT116 PTEN-null viability, 60 h; hits give low values;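 active = viability at or below a set limit, 4 SD under the median of all tested compounds, cut at about 3.7% in these data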;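 also: PTEN knockout HCT116 line with beta catenin targeted HCT116 as companion control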
* marks the source's active call; other numbers are inactive results; x = no result given.

SMILES	GALR2 antag	NPY Y2 blocker	E-sel TNF inh	bCat KO growth	Yeast lifespan up	BB579 growth dn	Phagocyt inh	Measles CPE	MRP-1 activ	PTEN del growth
Cc1cc(OCc2nnc(SCC(=O)OC3CCCCC3)o2)ccc1Cl	6	2	x	96	7	-40	-1	20	-1.4	96
Cc1ccc(C)c(NC(=O)CSc2nc(N)c(NC(=O)c3cccs3)c(=O)[nH]2)c1	11	1	20	90	2	-13	x	5	0.0	90
COc1ccccc1NC(=O)C1=C(C)NC(=O)NC1c1cc(C)cs1 (centres undefined)	-5	0	-4	99	1	-26	-9	12	-1.1	92
O=C(NC1C2CC3CC(C2)CC1C3)C1CC1 (centres undefined)	-5	3	14	99	-1	10	3	17	-0.5	96
COc1ccc(CCNC(=O)C(=O)NCC2CCCO2)cc1OC (centres undefined)	9	1	-5	92	x	-31	x	24	-1.4	88
O=C(Cc1ccc(Br)cc1)OCC(=O)N1CCc2ccccc2C1	-3	18*	x	97	-2	-32	-9	15	2.6	100
CCOC(=O)C1CCCN(C(=O)Cc2ccc(C)cc2)C1 (centres undefined)	-1	2	-7	99	-4	-91	-1	8	-0.5	110
CC(C)Cn1c(Cc2ccccc2)n[nH]c1=S	1	0	15	98	3	-10	x	4	-3.8	93
CC(=O)/C(=N/Nc1ccccc1)N1CCOCC1	-3	0	-47	91	-6	-2	0	2	-1.8	94
CC(=O)NC1C(=O)N=C(SCc2ccccc2)NC1=O (centres undefined)	-13	4	9	99	-2	-53	-2	8	0.6	117
Cc1ccc(C(=O)NC2(C(F)(F)F)N=C3SCCN3C2=O)cc1 (centres undefined)	3	0	4	92	-6	-18	0	24	1.3	87
O=C(Nc1nccs1)c1ccc(NC(=O)c2ccco2)cc1	6	-1	-1	97	-9	-50	-2	25	-2.4	103
C=CCOc1ccc2c(OC)c3ccoc3nc2c1OC	10	4	-4	85	x	2	x	17	-4.3	94
COc1ccccc1-c1nc(C(F)(F)F)c(OC)o1	4	2	-11	97	-19	-23	0	12	0.0	97
Cc1ccc(OCC(=O)Nc2sc3c(c2C#N)CCC3)cc1C	-2	2	16	84	-6	-13	x	5	-2.8	80
C#CCONC(=O)c1cc(OCC(F)(F)F)ccc1OCC(F)(F)F	-4	-1	-10	106	9	-8	x	1	-1.2	88
Cc1nonc1NC(=O)c1ccccc1Br	-28	2	8	90	-18	3	1	5	-1.0	81
COc1ccc(/C=C/C(=O)OCC(=O)NCc2ccco2)cc1OC	-4	1	x	88	4	-5	0	5	-2.4	102
COc1ccccc1C(=O)Nc1ccc(C2=NNC(=O)CC2C)cc1 (centres undefined)	-4	72*	-1	102	1	-29	-1	7	-2.0	98
COc1cc2cc(CN(Cc3cccnc3)C(=O)NCc3ccccc3)c(=O)[nH]c2cc1OC	7	-1	8	84	-13	-32	-1	48*	-1.8	83
Cn1c(Cl)cnc1C1CC(=O)c2cc(Cl)ccc2O1 (centres undefined)	18	5	15	2.8*	1	-24	0	5	-5.5	1.8*
CC1=NN(C(=O)c2ccc(Cn3cc([N+](=O)[O-])cn3)cc2)C(O)(C(F)(F)F)C1 (centres undefined)	0	1	x	82	4	-4	-5	8	-1.0	89
O=C1OC(/C=C/c2ccccc2)=NC/1=C/c1ccco1	3	1	13	94	1	-34	-11	7	-1.9	96
COc1cc2c(cc1OC)CN(C(=S)Nc1ccc(C)cc1C)CC2	-10	2	x	95	-3	-17	-11	8	0.0	92
O=C(c1ccco1)N1CCN(S(=O)(=O)Cc2ccc(Cl)cc2)CC1	2	4	19	95	-5	-38	-2	21	-2.3	98
CCOC(=O)c1[nH]c2ccccc2c1NC(=O)CCN1CC(C)OC(C)C1 (centres undefined)	11	1	-11	88	1	-10	-2	4	-3.7	90
CC(C)CC(=O)NC(=S)Nc1cccc(NC(=O)c2ccccc2)c1	-13	3	x	82	-2	-42	-1	20	-2.9	75
O=C(N/C(=C/c1cccc(Br)c1)c1nc(=S)[nH][nH]1)c1ccccc1	-13	-3	x	14	-3	-33	x	7	-5.8	9
Cc1ccc(OCC(=O)NNC(=O)c2cc(C)[nH]n2)cc1	1	0	x	94	-3	-29	-6	11	0.8	98
COc1cc2c(cc1NC(=O)CSc1nc3ccccc3[nH]1)oc1ccccc12	14	3	x	96	-6	-24	-2	11	-0.2	87
N#CCCn1nnc2ccccc21	-5	3	2	6.0*	-24	-44	x	6	-2.4	6
Cc1cc2c(C)cc(=O)oc2c2c1NCCC2	-8	3	-28	73	-20	15	2	4	-1.3	70
COc1ccccc1NS(=O)(=O)c1cc(N/C(=N\S(=O)(=O)c2ccccc2)c2ccc(F)cc2)ccc1Cl	7	-5	-22	66	5	-25	-5	8	-2.6	65
CCN(CC)c1cc(C)c2ccccc2n1	9	4	1	92	x	-38	x	26	-4.1	87
O=C(COC(=O)CSc1cccc2cccc(Cl)c12)Nc1ncc(C(F)(F)F)cc1Cl	0	14	-8	99	-6	-6	-1	18	-2.6	98
Cc1ccccc1C(=O)O/N=C(\c1ccccc1)c1ccccn1	9	0	x	84	-3	-11	-9	12	1.3	89
COc1ccc(NC(=O)c2c(C)oc3c2CCCC3)cc1	3	1	61*	107	-12	-49	0	9	-1.4	89
Cc1cccc(CSCCNC(=O)c2ccc(CN3CCOCC3)cc2)c1	-8	2	-5	79	-7	-7	-9	8	-0.9	85
CCN(CCNC(=O)Cn1c(=O)sc2ccccc21)c1ccccc1	x	x	x	93	-6	-30	0	6	-1.9	87
CC1Cc2ccccc2N1C(=O)CSc1nnc2c(n1)[nH]c1ccccc12 (centres undefined)	9	-1	-32	77	-6	-19	-1	4	-4.7	67
Cc1cccc(N(CC(=O)NC2CCCC2)C(=O)CS(=O)CC(=O)Nc2ccc3c(c2)OCO3)c1C (centres undefined)	-1	7	27	91	x	-10	x	3	-0.9	98
Cc1cccc(N2CCN(S(=O)(=O)c3c(C)[nH]c(=O)[nH]c3=O)CC2)c1C	-9	-1	19	92	1	-41	2	3	-0.7	103
Cc1cc(C(=O)CSc2n[nH]c(-c3ccccc3F)n2)c(C)n1Cc1cccs1	0	11	-13	83	-4	-18	-1	10	-1.2	94
CCOC(=O)N1CCC(=NNc2ccc(S(=O)(=O)N3CCOCC3)cc2[N+](=O)[O-])CC1	1	3	-1	86	5	-40	-4	4	-3.1	92
C[C@@H](C(=O)NCc1ccc(S(C)(=O)=O)cc1)[C@@H]1C[C@@]1(C)[C@@H](NC(=O)OCc1ccccc1)c1ccccc1	-7	-3	-11	82	2	-21	x	9	-0.5	67
C=CCn1c(SCC(=O)Nc2c(C)cccc2C)nnc1-c1cnccn1	-4	1	x	98	-6	-4	0	8	-3.4	101
CCCNC(=O)COC(=O)c1ccc(S(=O)(=O)N2CCCCCC2)cc1	11	-3	24	98	13	-29	-1	27	-0.6	104
O[C@H]1COC2C1OC[C@@H]2O (some centres undefined)	-4	0	x	98	3	5	x	28	-1.1	106
Cc1cc(C)n(C(=O)CNC(=O)c2ccco2)n1	-7	3	x	98	-4	-26	-2	3	-2.9	92
O=c1oc2cc(OCc3ccc(C(F)(F)F)cc3)ccc2cc1-c1ccccn1	-7	0	x	75	-11	-10	-1	7	-4.8	70

A stretch taken from the entries so far:
SMILES	GALR2 antag	NPY Y2 blocker	E-sel TNF inh	bCat KO growth	Yeast lifespan up	BB579 growth dn	Phagocyt inh	Measles CPE	MRP-1 activ	PTEN del growth
C=CCn1c(SCC(=O)Nc2c(C)cccc2C)nnc1-c1cnccn1	-4	1	x	98	-6	-4	0	8	-3.4	101
CCCNC(=O)COC(=O)c1ccc(S(=O)(=O)N2CCCCCC2)cc1	11	-3	24	98	13	-29	-1	27	-0.6	104

More compounds.
SMILES	GALR2 antag	NPY Y2 blocker	E-sel TNF inh	bCat KO growth	Yeast lifespan up	BB579 growth dn	Phagocyt inh	Measles CPE	MRP-1 activ	PTEN del growth
O=C(CNC(=O)c1cccc(F)c1)N/N=C/c1ccc(O)c([N+](=O)[O-])c1	-6	0	x	93	-3	-49	-9	12	2.6	84
COc1cc([N+](=O)[O-])ccc1-c1ccc(C(=O)Nc2ccc(NC(C)=O)cc2)o1	-8	2	-26	64	-3	-30	-3	12	-4.1	74
Cc1ccc(OCC(=O)Nc2ccc(N3CCCC3)cc2)cc1C	0	7	10	93	-15	-26	4	28	-0.8	97
O=C(CSc1nc2ccccc2s1)Nc1nccs1	7	3	-3	87	-26	-9	x	7	-1.1	98
CCCOc1cccc(C(=O)Nc2cccc(NC(=O)c3ccco3)c2)c1	-4	5	x	87	-16	-32	0	8	-1.4	79
COc1ccc(OCC(O)CN2C(=O)NC(C)(C)C2=O)cc1 (centres undefined)	4	0	-6	93	-11	-18	x	7	-0.6	97
Cc1cc(C(=O)CN2C(=O)NC3(CCCCC3)C2=O)c(C)n1Cc1ccc2c(c1)OCO2	-7	1	6	80	-1	-21	0	20	-0.6	84
COC(=O)C(Cc1c[nH]c2ccccc12)NC(C)=O (centres undefined)	-6	3	x	93	x	-18	x	8	-1.7	88
Cc1ccnc(Nc2nc(-c3c(C)nc4sccn34)cs2)c1	11	4	9	16	-10	-35	0	15	-1.2	21
CC1=C(C(=O)OC(C)C)C(c2cccs2)N2C(=O)CCSC2=N1 (centres undefined)	-2	5	24	98	-3	-14	4	6	-0.6	99
Cn1c(O)c(N=NC(=O)Cn2ccc(C(F)(F)F)n2)c2ccccc21	10	2	-11	91	-1	-16	-6	4	-1.7	105
COC(=O)c1ccc(CSc2nc(C)nc3sc(C)c(C)c23)o1	-19	2	x	84	-10	-34	0	6	-0.8	81
CCOn1c(=O)c(=O)n(OCc2ccccc2)c2ccccc21	-5	2	-16	101	-10	15	-1	11	-4.0	94
CCC(C)(C)C1CCc2c(sc(NC(=O)c3cccs3)c2C(N)=O)C1 (centres undefined)	4	2	13	90	8	-20	-2	1	-1.5	87
CCC(=O)Nc1nc2c(OC)ccc(C)c2s1	8	0	24	89	-18	-43	x	14	-0.9	91
COC(=O)c1cn(NC(=O)c2ccc(OC)c(OC)c2)c(=O)c2ccccc12	4	2	x	80	-12	-22	0	3	-0.8	70
COc1ccc(Cn2cc3c(-c4ccc(F)cc4)nnc-3c3cc(OC)c(OC)cc32)cc1	8	2	4	1.8*	-5	-10	3	22	-2.4	2.1*
Cc1ccc(C(c2sc3ncnn3c2O)N2CCC(C)CC2)cc1 (centres undefined)	8	5	-31	98	-3	-4	x	25	1.0	97
O=C(COc1nncc2ccccc12)NCCC1=CCCCC1	0	2	x	97	-3	17	-1	14	-0.4	108
Cn1nc(C(=O)N2CCOCC2)c([N+](=O)[O-])c1C(=O)N1CCOCC1	-6	-1	x	88	-2	-19	-14	10	-0.4	102
CC(=O)Nc1ccc(OC(=O)COc2ccc(Br)cc2)cc1	-2	5	4	100	5	-52	-5	3	-0.1	104

Outcome played no part in choosing rows; overall some 6.3% were active at least once.
